CCT modulator: High-Throughput Screening for Modulators of Cytosolic Chaperonin Activity | AID 651819, 2012 | hit rate 0.3% among 360,000 | activity change, % (concentration not given with the values), hits read low | purified chaperonin ATPase assay, HTRF ADP detection, 30 min; in the data active = activity change below about -30%; also: % is scaled to controls: 0 for no effect and ±100 for the full control effect
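TRiC (40 or 20 nM final, by batch activity) in 30 mM Tris pH 7.4, 100 mM KCl, 5 mM MgCl2, 1 mM DTT was treated with compound at 76 uM single dose, then 10 uM ATP, 30 min at 37 °C. ADP was read by HTRF Transcreener.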
Nrf2 ARE act: qHTS of Nrf2 Activators | AREc32 ARE-luciferase reporter (MCF7-derived line), luminescence, 24 h | Potency, µM (highest dose often 46.1 µM), inactives show top-dose activation, usual class: activators | hit rate 0.31% among 410,000 | AID 624171, 2012; also: potency is read from the fitted curve at half-maximal effect; % of control where 0% means no effect; nearly all actives have a fitted effect of over 65% in size
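ARE activation measured as luciferase luminescence (Steady-Glo, 30 min RT) in AREc32_Fluc cells after 24 hr compound exposure at 37 deg C, 5% CO2; cells seeded overnight at 1000/well in OPTI-MEM, 5% FBS.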
ATXN viability: Viability Counterscreen for Primary qHTS for Inhibitors of ATXN expression; hit rate 0.49% among 400,000; Potency, µM (highest dose often 56.7 µM), actives largely listed as cytotoxic; S2 cells (HEK-293 line with an ATXN2-luciferase reporter) viability, CellTiter-Fluor protease fluorescence, 24 h; AID 651635, 2014; also: potency is read from the fitted curve at half-maximal effect; nearly all actives have a fitted effect of over 40% in size
TGFb inhibitor: qHTS for Inhibitors of TGF-b; HepG2 CAGA-GFP TGF-b/SMAD3 reporter, GFP fluorescence, 18 h; TGF-beta stimulated, 500 pg/mL final; Potency, µM (highest dose often 46.1 µM), for inactives: top-dose activity, negative = inhibition, actives largely listed as inhibitors; hit rate 1.2% among 410,000; also: potency is read from the fitted curve at half-maximal effect; % is scaled to controls: 0 for no effect and ±100 for the full control effect; nearly all actives have a fitted effect of over 65% in size
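Smad-responsive CAGA-GFP expression was quantified in HEPG2 cells exposed to compounds and 500 pg/mL final TGF-beta for 18 h at 37 degrees C; unstimulated wells defined full inhibition.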
Nrf2 block: Nrf2 qHTS screen for inhibitors; hit rate 2.1% among 360,000; Potency, µM (highest dose often 46 µM), without a hit: at the highest dose activity change, negative = inhibition, actives largely listed as inhibitors; AID 504444, 2011; A549 ARE-Fluc reporter, luciferase luminescence, 18-24 h; also: potency is read from the fitted curve at half-maximal effect; % is scaled to controls: 0 for no effect and ±100 for the full control effect; nearly all actives have a fitted effect of over 60% in size
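Nrf2 function is reported as luminescence of an ARE-controlled luciferase in A549 cells. Compounds were tested at several concentrations, and a CellTiter-Fluor read on the same wells flagged cytotoxicity.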
MmCpn inh: Inhibitors of TCP-1 ring complex (TRiC) of Methanococcus maripaludis (MmCpn): qHTS | AID 504842, 2011 | hit rate 0.031% among 330,000 | Potency, µM (top dose mostly 76.9 µM), for the others: at the top dose activity, negative = inhibition, hits mostly inhibitors | Chaperonin Mm-Cpn (Methanococcus maripaludis) | purified Mm-Cpn ATPase, ADP Transcreener TR-FRET; also: potency is read from the fitted curve at half-maximal effect; % is scaled to controls: 0 for no effect and ±100 for the full control effect; nearly all actives have a fitted effect of over 80% in size
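Purified archaeal Mm-CPN (25nM final) preincubated 10 min at 37degC with compound, then 10uM ATP for 30 min at 37degC; ADP measured by HTRF Transcreener TR-FRET; buffer 30 mM TRIS pH 7.4, 100mM KCl, 5mM MgCl2, 1mM DTT.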
pAkt inh: HTS Assay for Inhibitors of Akt Phophorylation: Primary Screen. hit rate 0.32% among 360,000. activity change, % for hits at 50 µM. Neuro2A IGF-stimulated pAkt S473 HTRF, 20 min; active compounds read low; in the data active = activity change below about -80%; inconclusive = mostly about -51% to -80%; also: % is scaled to controls: 0 for no effect and ±100 for the full control effect
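Neuro2A cells (4,500/well, DMEM with 0.5% FBS) were treated with compound at a single 50 µM final concentration, stimulated with 6 nM IGF for 20 min at 37 °C, and lysed. Phospho-Akt Ser473 was read by HTRF as 665/615 ratio ×10^4.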
HepG2 viability: qHTS for Inhibitors of TGF-b: Cytotox Counterscreen. HepG2 CAGA-GFP viability, ATP luminescence, 18 h. Potency, µM (highest dose often 46.1 µM), for the others: top-dose activity change, negative = cytotoxicity, most hits filed as cytotoxic. hit rate 0.76% among 410,000; also: potency is read from the fitted curve at half-maximal effect; some results filed as inactive show a strong effect at the top dose
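CellTiter-Glo luminescence gave cytotoxicity after 18 hours at 37 degrees C. The cells were HepG2 CAGA-GFP in 1% FBS DMEM, stimulated with 500 pg/mL TGF-beta after compound addition. %Activity was normalised to no-cell wells (complete cell-killing) and DMSO (no toxicity), and curves were fitted and classified.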
A549 tox: Nrf2 qHTS screen for inhibitors: counterscreen for cytotoxicity | A549 ARE-Fluc cells, CellTiter-Fluor viability, 18-24 h | Potency, µM (doses to about 46 µM), for the others: at the highest dose activity change, negative = cytotoxicity, actives largely listed as inhibitors | hit rate 0.16% among 390,000; also: potency is read from the fitted curve at half-maximal effect; % is scaled to controls: 0 for no effect and ±100 for the full control effect
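Cytotoxicity counterscreen: CellTiter-Fluor fluorescence was measured in A549 ARE_Fluc cells after 18-24 h of compound exposure in a concentration series. The subsequent BugLite luminescent read reports ARE-luciferase activity.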
* = called active by the depositor; i = inactive; ? = inconclusive; nt = not tested or not shown; [ ] = dose if it differs, or a comment. Unless noted, calls follow the shape of the dose curve; as a rule, active = well fitted curve in the direction sought with a large enough effect; inconclusive = small, poorly fitted or top-dose-only effect, or another doubt; inactive = no such curve, though single readings can be large; an effect the other way counts as inactive or inconclusive. Rows are unselected. Share with any hit: about 4.4%.

Start of the listing, in advance:
SMILES	CCT modulator	Nrf2 ARE act	ATXN viability	TGFb inhibitor	Nrf2 block	MmCpn inh	pAkt inh	HepG2 viability	A549 tox
COc1ccccc1C(=O)N/C(=C\c1ccc2c(c1)OCO2)C(=O)NCCc1nc2ccccc2[nH]1	-1.0	-0.3%[9.22 µM]	i	-1%	13%	0%	i	-13%	16%
CC(=O)c1nn(-c2cccc(Br)c2)cc1C(=O)c1ccco1	1.5	4.1%	?	12%	-16%	0%	i	-24%	-1%

All compounds of this part, previewed entries included:
SMILES	CCT modulator	Nrf2 ARE act	ATXN viability	TGFb inhibitor	Nrf2 block	MmCpn inh	pAkt inh	HepG2 viability	A549 tox
COc1ccccc1C(=O)N/C(=C\c1ccc2c(c1)OCO2)C(=O)NCCc1nc2ccccc2[nH]1	-1.0	-0.3%[9.22 µM]	i	-1%	13%	0%	i	-13%	16%
CC(=O)c1nn(-c2cccc(Br)c2)cc1C(=O)c1ccco1	1.5	4.1%	?	12%	-16%	0%	i	-24%	-1%
CCN(Cc1ccncc1)C(=O)C(CO)c1ccccc1 (stereo unspecified)	-2.9	0.5%	i	7%	8%	4%	i	-2%	-3%
O=S(=O)(N/N=C1\CC(c2ccccc2)Oc2ccccc21)c1ccccc1 (stereo unspecified)	-2.1	3.7%	i	-5%	?	-3%	i	-19%	-11%
COc1ccc(NC(=O)COC(=O)c2ccc3c(c2)OCO3)c(OC)c1	1.4	0.1%	i	18%	-14%	-1%	i	-5%	-1%
CCOC(=O)c1[nH]ncc1[C@@H]1C[C@H]2CN(Cc3cccc(Cl)c3)C(=O)[C@]23CCCN13	-3.5	-0.6%	i	8%	0%	-4%	i	1%	-8%
CCOc1ccc(NC(=O)C2CCN(c3nc4ccccc4[nH]3)CC2)cc1	nt	2.5%	nt	?	nt	nt	nt	-7%	-1%
CCOC(=O)C1CCCN(c2c(NCCc3ccc(C)cc3)c(=O)c2=O)C1 (stereo unspecified)	2.6	0.3%	i	6%	6%	3%	i	3%	7%
Cc1ccccc1-c1cc2nc(NCCN3CCCC3)n(C)c(=O)c2s1	-1.8	6.0%	i	40%[activator]	nt	nt	i	-28%	nt
C=CC[C@@H](Cc1ccc(F)cc1)C(=O)OC[C@H]1CCCN1C(=O)[C@@H](CC=C)CC(=O)N[C@H](CO)Cc1ccccc1	-0.3	1.2%	?	?	18µM*	1%	i	-3%	?
COc1ccc(N2CCN(C(=O)NCc3ccc(OC)c(Cl)c3)CC2)cc1	0.5	-0.4%	i	-6%	-1%	-3%	i	11%	0%
CC1CCN(C(=O)COC(=O)C(C)N2C(=O)c3ccccc3C2=O)CC1 (stereo unspecified)	-0.4	0.2%	i	6%	-6%	-1%	i	-3%	3%
CCN1CCN(c2nc(C)c3c(n2)CCCC3=O)CC1	-0.3	0.4%	i	-5%	9%	0%	i	-11%	0%
COCCCNc1nc2ccccc2nc1NS(=O)(=O)c1ccc(F)cc1	-2.5	-0.8%	i	-3%	-12%	-8%	i	-9%	1%
Cc1sc2c(c1C)c(=O)n(-c1cccc(C(F)(F)F)c1)c(=O)n2CC(=O)NCc1ccco1	-2.8	-0.9%	i	?	-3%	1%	i	1%	-3%
N/C(=N\OC(=O)c1ccc([N+](=O)[O-])cc1)c1ccc(Br)cc1	1.8	-0.4%	i	15%	20%	2%	i	1%	3%
CSCCC(NS(=O)(=O)c1ccc(C)c(C(=O)O)c1)C(=O)O (stereo unspecified)	1.2	0.1%	?	0%	-2%	-3%	i	-5%	2%
Cc1ccc(C(=O)OCC(=O)N(C)C2CCS(=O)(=O)C2)cc1[N+](=O)[O-] (stereo unspecified)	1.0	0.4%	?	8%	1%	-1%	i	-9%	2%
CCCS(=O)(=O)Nc1cccc(-c2ccc3nnc(C)n3n2)c1	0.0	18%	i	24%	-18%	1%	i	0%	0%
COc1ccc(Cn2c(=O)cc(N)n(-c3ccccc3C)c2=O)cc1	0.7	0.9%	i	-4%	-12%	0%	i	-45%	-8%
COC(=O)c1c(C)oc2ccc(N(C(=O)c3ccncc3)S(=O)(=O)c3cc(C)c(C)cc3C)cc12	nt	-0.9%	nt	?	9.2µM*	nt	nt	-36%	-15%
O=C(Cn1cnc2c(nnn2Cc2ccc(F)cc2)c1=O)OCc1ccccc1	-0.6	0.3%	i	1%	?	-1%	i	-31%	10%
CN(C)S(=O)(=O)c1ccc(C(=O)Nc2nc3ccccc3[nH]2)cc1	-0.2	2.1%	i	2%	?	-1%	i	3%	-11%
Nc1cc2c(cc1C(=O)c1ccccc1)OCCO2	-2.6	-0.5%	i	-10%	-6%	-1%	i	1%	-21%
COc1ccc(-c2cc(C(=O)NCCCN3CCCC3=O)c3ccccc3n2)cc1	-1.6	2.6%	?	0%	1%	-4%	i	-15%	2%

Five records drawn at random from the list so far:
SMILES	CCT modulator	Nrf2 ARE act	ATXN viability	TGFb inhibitor	Nrf2 block	MmCpn inh	pAkt inh	HepG2 viability	A549 tox
COc1ccc(NC(=O)COC(=O)c2ccc3c(c2)OCO3)c(OC)c1	1.4	0.1%	i	18%	-14%	-1%	i	-5%	-1%
CCN1CCN(c2nc(C)c3c(n2)CCCC3=O)CC1	-0.3	0.4%	i	-5%	9%	0%	i	-11%	0%
Nc1cc2c(cc1C(=O)c1ccccc1)OCCO2	-2.6	-0.5%	i	-10%	-6%	-1%	i	1%	-21%
COc1ccc(N2CCN(C(=O)NCc3ccc(OC)c(Cl)c3)CC2)cc1	0.5	-0.4%	i	-6%	-1%	-3%	i	11%	0%
COCCCNc1nc2ccccc2nc1NS(=O)(=O)c1ccc(F)cc1	-2.5	-0.8%	i	-3%	-12%	-8%	i	-9%	1%

Continued:
SMILES	CCT modulator	Nrf2 ARE act	ATXN viability	TGFb inhibitor	Nrf2 block	MmCpn inh	pAkt inh	HepG2 viability	A549 tox
Cc1ccccc1NS(=O)(=O)c1ccc(C(=O)NCc2ccccc2CN2CCCC2)cc1	1.9	-1.1%	?	0%	nt	nt	i	-34%	nt
Cc1oc(-c2ccc(C(=O)Nc3ccc(F)cc3)cc2)nc1COc1ccccc1	nt	-1.2%	nt	0%	-10%	nt	nt	-21%	0%
CCC(C(=O)OC(C)C)c1ccc2ccccc2c1 (stereo unspecified)	0.2	0.3%	i	-26%	1%	0%	i	0%	11%
CCCCC(=O)N(C)c1c(C)nc2ccc(C(=O)N3CCN(S(=O)(=O)CC)CC3)cn12	0.1	-0.4%	i	2%	nt	nt	i	4%	nt
CCCN(CC(=O)Nc1cc(Cl)ccc1Cl)C(=O)c1ccc2n[nH]nc2c1	0.2	-0.6%	i	0%	-20%	-2%	i	1%	-9%
COCCCN(C(=S)Nc1c(C)cc(C)cc1C)C(C)c1ccncc1 (stereo unspecified)	0.5	-0.3%[9.22 µM]	i	?	3%	-2%	i	5%	1%
CC(=O)Oc1ccc2c(=O)c(N3C(=O)c4ccccc4C3=O)c(C)oc2c1C	1.5	0.0%	i	9%	15%	1%	i	-4%	-2%
CCOc1ccccc1-c1noc(CSc2nnc(-c3ccncc3)n2-c2ccc(F)cc2)n1	nt	0.7%	i	-7%	5%	nt	nt	-29%	6%
CCCn1c(Nc2cccc(OC)c2)nc2ccccc21	1.0	4.0%	i	-7%	-17%	1%	i	1%	0%
COc1ccc(CNC(=O)CC2Oc3ccc(C)cc3NC2=O)cc1 (stereo unspecified)	nt	-1.4%	nt	0%	8%	nt	nt	1%	3%
N#CCc1nnc2n1-c1ccccc1CCC2	-0.6	-0.7%	i	2%	-4%	2%	nt	2%	-6%
O=C(Nc1ccc(C(=O)O)cc1)/C(=C\C=C\c1ccccc1)NC(=O)c1ccccc1Cl	-3.0	0.3%	i	3%	6%	-1%	i	7%	7%
CC(=O)c1cccc(NC(=O)C2CCN(C(=O)c3ccccc3Cl)CC2)c1	-0.8	-0.1%	i	-2%	-4%	0%	i	-48%	2%
COc1ccccc1N1CCN(C(=O)CSc2nnc3c4ccccc4n(CC(=O)O)c3n2)CC1	1.9	0.2%	i	-28%	10%	1%	i	4%	-2%
O=C(Nc1ccc(F)cc1)N1CCN(C(=O)c2nsc3ccccc23)CC1	nt	0.0%	nt	-9%	nt	nt	nt	-25%	-2%
CN(Cc1cnn(C)c1)S(=O)(=O)c1cccc([N+](=O)[O-])c1	-1.5	-0.2%	i	5%	9%	-1%	i	-2%	0%
c1ccc(Nc2nnc(-c3cccnc3)s2)cc1	-1.0	5.7%	i	-2%	?	-1%	i	-5%	-3%
N#CC1=C(N)OC2=C(C(=O)CCC2)C12C(=O)N1CCCc3cccc2c31 (stereo unspecified)	-2.4	-0.2%	?	-23%	nt	5%	i	6%	-11%
O=C(Cn1nnc2ccccc2c1=O)NCCc1ccccc1	0.9	-0.2%	i	-10%	15%	3%	i	1%	-3%
COCCNC(=S)N(CCc1c(C)[nH]c2ccc(Cl)cc12)Cc1cccnc1	0.1	0.0%	i	?	3%	1%	i	-33%	2%
COc1ccc(Cl)cc1NC(=O)c1nn(-c2ccc(C)cc2)c(=O)n(C)c1=O	nt	0.4%	i	4%	nt	nt	nt	5%	1%
O=C(NNC(=O)c1ccc([N+](=O)[O-])cc1)NC1CCCCC1	-4.4	0.5%	i	-13%	-4%	1%	i	-9%	-11%
Cc1ccc(-c2nnc(Nc3ccc(O)cc3)c3ccccc23)cc1S(=O)(=O)NCc1nc2ccccc2[nH]1	nt	3.8%	i	?	9%	nt	nt	-1%	-6%
COC(=O)c1sc2nc(C)nc(SCC(=O)C(C)(C)C)c2c1C	-2.3	0.1%	?	-9%	?	-1%	i	-8%	-3%
